# PHOSPHO1 inh = inhibitors of human PHOSPHO1 phosphatase; AID 1565; inhibition, % at 13.3 µM; 290,000 compounds, 1.1% hits; recombinant PHOSPHO1, absorbance phosphatase assay; in the data active = inhibition above about 60%
# Target sequence (Q8TCT1 whole entry, looked up): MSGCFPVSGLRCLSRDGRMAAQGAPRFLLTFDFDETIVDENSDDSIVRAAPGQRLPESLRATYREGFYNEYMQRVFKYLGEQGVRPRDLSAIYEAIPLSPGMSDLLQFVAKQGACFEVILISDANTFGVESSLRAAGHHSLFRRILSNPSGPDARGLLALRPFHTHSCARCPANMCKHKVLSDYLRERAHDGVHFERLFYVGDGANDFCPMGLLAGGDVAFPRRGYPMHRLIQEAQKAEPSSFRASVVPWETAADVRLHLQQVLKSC
# MEKK3 PB1 HTS = modulators (inhibitors or enhancers) of MEK5 binding to human MEKK3 PB1 domain | binding response (% of control), % at 10 µM | 290,000 compounds, 1.4% hits | Q99759 | AID 1529 | bead-based flow cytometry, Alexa488-MEK5 binding to MEKK3; actives lie on both sides; 0 = blocked by unlabeled MEK5, 100 = vehicle;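 active = binding response more than 3 SD above or below the average of its plate-row segment, actives on both sides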;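 note: Alexa488 bead fluorescence after subtracting the streptavidin-only scavenger bead signal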
# OXTR ag = human OXTR agonism; 320,000 compounds, 0.32% hits; CHO-OTR cells, Fluo-8 calcium fluorescence; normalized: DMSO 0%, oxytocin 100%; P30559; activation, % at 3 µM;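 active = activation above the mean of all tested compounds plus 3 SD, cutoff set per screening run, cut at about 20% in these data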;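 note: peak over basal fluorescence ratio from a 100 s FLIPR kinetic read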
# Target sequence (P30559 whole entry, looked up): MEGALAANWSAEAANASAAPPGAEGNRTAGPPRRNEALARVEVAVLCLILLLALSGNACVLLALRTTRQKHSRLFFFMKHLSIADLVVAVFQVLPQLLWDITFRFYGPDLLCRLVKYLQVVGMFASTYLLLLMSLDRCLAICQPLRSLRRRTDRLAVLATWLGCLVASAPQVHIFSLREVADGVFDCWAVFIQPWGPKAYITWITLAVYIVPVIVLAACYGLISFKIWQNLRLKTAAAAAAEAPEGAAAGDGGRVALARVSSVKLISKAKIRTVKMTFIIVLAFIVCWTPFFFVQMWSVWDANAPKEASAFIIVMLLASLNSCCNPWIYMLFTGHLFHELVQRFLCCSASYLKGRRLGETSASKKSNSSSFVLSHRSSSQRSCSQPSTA
# MEKK2mut PB1 HTS = signal of MEK5 binding to mutant human MEKK2 PB1 domain | bead flow cytometry, Alexa488-MEK5 binding to MEKK2 mutant | percent response, % at 10 µM | 290,000 compounds, 0.35% hits; in the data active = percent response above about 24%, passing the limit was not always enough; note: inactives centre near 1; some results filed as inactive read as strong as hits; reference of the scale not given here
# NALP1 yeast inh = NALP1 inhibition; 280,000 compounds, 0.61% hits; AID 2071; S. cerevisiae NALP1/ASC/caspase-1 growth, X-gal OD620, 72 h; inhibition, % at 10 µM; in the data active = inhibition mostly above about 24%, no sharp cut-off; inactive = mostly below about 32%; note: some compounds called inactive have numbers as strong as hits
# MEKK2wt PB1 HTS = raises or lowers MEK5 binding to wildtype human MEKK2 PB1 domain; Q9Y2U5; bead flow cytometry, Alexa488-MEK5 binding to MEKK2 WT; actives lie on both sides; binding response (% of control), % at 10 µM; 290,000 compounds, 1.1% hits; AID 1531; in the data active = binding response below about 67% or above about 130%
# GPR7 antagonist = antagonists of human GPR7 (neuropeptides B/W receptor 1). inhibition, % at 4.4 µM. GPR7-expressing cells, fluorescence antagonist assay. P48145. 290,000 compounds, 1.1% hits; in the data active = inhibition above about 16%, passing the limit was not always enough;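 note: cells stimulated with the agonist NPW; 0% = agonist with vehicle and 100% = vehicle without agonist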
# V1aR counter = activates human V1a receptor in oxytocin agonist counter-screen. CHO-V1R cells, Fluo-8 calcium fluorescence, agonist mode; 0% DMSO, 100% 3 nM vasopressin. activation, % at 3 µM. 320,000 compounds, 0.25% hits. AID 2797;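 active = activation above the mean activation of all tested compounds plus 3 SD, per screening run, cut at about 20% in these data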;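 note: signal is peak over basal fluorescence ratio across a 100 second FLIPR read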
# GalR3 antagonist = antagonists of human GalR3. HEK293 GalR3-CNG cAMP membrane potential fluorescence; galR3 body fused to GalR1 C-terminus. 360,000 compounds, 0.44% hits. inhibition, % at 3 µM;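 active = inhibition above the screen-wide average plus 3 SD, cut at about 13% in these data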;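 note: forskolin and galanin both at EC90 stimulate the cells; cAMP rise reported by CNG channel membrane potential dye signal; 0% = forskolin plus galanin with DMSO and 100% = forskolin alone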
# Target sequence (O60755 1-299 limits assumed): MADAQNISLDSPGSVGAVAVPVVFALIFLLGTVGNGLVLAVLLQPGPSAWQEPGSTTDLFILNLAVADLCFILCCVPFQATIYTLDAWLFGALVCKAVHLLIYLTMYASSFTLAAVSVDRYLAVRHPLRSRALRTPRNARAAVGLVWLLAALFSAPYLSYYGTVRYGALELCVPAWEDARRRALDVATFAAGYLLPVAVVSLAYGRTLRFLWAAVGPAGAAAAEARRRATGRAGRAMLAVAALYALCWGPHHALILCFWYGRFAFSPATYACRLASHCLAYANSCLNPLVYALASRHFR
# An asterisk follows results filed as active; x = not tested or not shown. Hits appear at their usual frequency; about 5.4% have a hit in one of these screens.
No.	structure	MEKK2mut PB1 HTS	GPR7 antagonist	PHOSPHO1 inh	NALP1 yeast inh	MEKK2wt PB1 HTS	GalR3 antagonist	MEKK3 PB1 HTS	OXTR ag	V1aR counter
1	CC(=O)NC(NC(C)=O)c1ccc(Br)cc1	2	6	-10	-2	98	x	100	0.2	-0.2
2	COc1ccc(N(C(=O)Cn2nnc(-c3ccc(C)o3)n2)C(C(=O)NC2CCCC2)c2ccncc2)cc1 (configuration not stated)	0	-8	19	13	100	-5	104	0.1	-0.5
3	COc1ccccc1CNC(=O)c1ccc2c(c1)OCO2	1	-7	13	8	101	-8	102	0.4	1.4
4	CC(=O)Nc1ccc(S(=O)(=O)NCc2cc(=O)n(C)c(=O)n2C)cc1	0	-6	20	7	98	-1	95	-0.1	-0.8
5	O=C(c1cc(COc2ccc(F)cc2Cl)on1)N(Cc1ccncc1)CC1CCCO1 (configuration not stated)	11	1	-3	4	100	-4	100	1.0	2.6
6	O=C(CSc1ccc(-c2ccc(F)cc2)nn1)N1CCN(c2ccccc2)CC1	4	-2	-5	33	104	1	92	-0.5	1.9
7	CC(=O)c1ccc(NC(=O)/C(=C\c2ccco2)NC(=O)c2ccco2)cc1	-3	16	22	5	97	-7	99	0.6	0.5
8	Cn1cc(C(=O)C(F)(F)F)c2ccccc21	6	4	16	2	104	-3	103	-2.1	-1.2
9	O=C(Nc1ccc(Cl)cn1)Nc1cccs1	2	3	20	-19	105	-1	105	-0.6	0.6
10	O=C(NC1CC2CCCC(C1)N2C(=O)Nc1ccc(F)cc1)c1ccccc1 (configuration not stated)	-6	-4	32	22	96	-10	95	-0.5	-1.0
11	CCN1C(=O)C(CC(=O)Nc2ccc(Cl)cc2)N(NC(=O)c2ccncc2)C1=S (configuration not stated)	-4	1	2	13	93	4	101	2.0	-0.1
12	CCCCSc1ccc2nc(-c3ccc(C#N)cc3)cn2c1	4	11	19	1	97	-7	98	-1.2	1.9
13	CSCC[C@H](NC(=O)COc1ccc(Cl)cc1Cl)c1nc2ccccc2[nH]1	2	-8	-9	26	103	3	103	1.7	4.3
14	Cc1cccc(C)c1OCC(=O)NNC(=S)NC(=O)C1CC1	6	-12	-32	6	109	-2	103	3.3	1.8
15	O=C(CSc1nc2ccccc2c(=O)n1-c1ccccc1)N1CCCC1	-1	1	19	-17	94	-5	100	-1.6	-0.5
16	O=[N+]([O-])c1ccc(OC(F)F)c(/C=N/n2cnnc2)c1	-22	5	33	8	62	-5	58	1.0	0.0
17	O=C(Nc1ccccc1O)c1ccc(NC(=O)C2CC2)cc1	4	-9	48	4	104	-3	101	1.3	1.5
18	Cc1nonc1NC(=O)CSc1nc2ccccc2cc1C#N	3	-4	-132	4	103	-5	102	2.3	5.8
19	CCOc1ccc(NS(=O)(=O)c2ccc3[nH]c(=O)cc(C(=O)O)c3c2)cc1	-1	-6	26	-7	99	-1	99	-0.1	-0.6
20	C=CCN1C(=O)C(CC(=O)O)SC1=Nc1ccc(N=Nc2ccccc2)cc1 (configuration not stated)	0	-18	5	6	104	-4	100	8.0	3.0
21	Cc1cc(=O)[nH]c(SCC(=O)Nc2cccc3ccccc23)c1C#N	-14	-5	-29	27	85	x	83	14	8.1
22	C=C(C)c1cccc(C(C)(C)NC(=O)Nc2ccc(OC)nc2)c1	-3	-4	27	20	91	-11	102	1.6	4.8
23	CC(=O)c1c(C)oc2c1C(=O)c1ccccc1C2=O	0	1	1	48	107	-2	109	7.2	0.4
24	Cc1ccc(NC(=O)COc2ccc(C(=O)NCCc3ccccc3)cc2)cc1	1	0	x	x	100	x	100	0.2	-0.5
25	CCOC(=O)N1CCN(C(=S)NC2CCCCC2)CC1	25	6	3	28	105	-2	103	0.9	1.1

# Looked up by compound from above (seven):
No.	structure	MEKK2mut PB1 HTS	GPR7 antagonist	PHOSPHO1 inh	NALP1 yeast inh	MEKK2wt PB1 HTS	GalR3 antagonist	MEKK3 PB1 HTS	OXTR ag	V1aR counter
21	Cc1cc(=O)[nH]c(SCC(=O)Nc2cccc3ccccc23)c1C#N	-14	-5	-29	27	85	x	83	14	8.1
23	CC(=O)c1c(C)oc2c1C(=O)c1ccccc1C2=O	0	1	1	48	107	-2	109	7.2	0.4
5	O=C(c1cc(COc2ccc(F)cc2Cl)on1)N(Cc1ccncc1)CC1CCCO1 (configuration not stated)	11	1	-3	4	100	-4	100	1.0	2.6
4	CC(=O)Nc1ccc(S(=O)(=O)NCc2cc(=O)n(C)c(=O)n2C)cc1	0	-6	20	7	98	-1	95	-0.1	-0.8
20	C=CCN1C(=O)C(CC(=O)O)SC1=Nc1ccc(N=Nc2ccccc2)cc1 (configuration not stated)	0	-18	5	6	104	-4	100	8.0	3.0
13	CSCC[C@H](NC(=O)COc1ccc(Cl)cc1Cl)c1nc2ccccc2[nH]1	2	-8	-9	26	103	3	103	1.7	4.3
10	O=C(NC1CC2CCCC(C1)N2C(=O)Nc1ccc(F)cc1)c1ccccc1 (configuration not stated)	-6	-4	32	22	96	-10	95	-0.5	-1.0

# Returning to the listing; the 2 compounds before the break are reprinted first.
No.	structure	MEKK2mut PB1 HTS	GPR7 antagonist	PHOSPHO1 inh	NALP1 yeast inh	MEKK2wt PB1 HTS	GalR3 antagonist	MEKK3 PB1 HTS	OXTR ag	V1aR counter
24	Cc1ccc(NC(=O)COc2ccc(C(=O)NCCc3ccccc3)cc2)cc1	1	0	x	x	100	x	100	0.2	-0.5
25	CCOC(=O)N1CCN(C(=S)NC2CCCCC2)CC1	25	6	3	28	105	-2	103	0.9	1.1
26	CN1CCN(C(=O)/C(=C/c2ccccc2Cl)NC(=O)c2ccccc2)CC1	2	-12	28	-6	95	-10	102	0.1	1.1
27	Cc1ccc(CSc2ncnc3c2cnn3-c2ccccc2)cc1	0	-11	15	24	107	-1	121	1.1	0.2
28	CCOc1ncccc1C(=O)Nc1ccc(S(=O)(=O)Nc2nccs2)cc1	-13	-16	25	x	92	-1	94	0.9	1.7
29	CCn1nc(C(=O)Nc2nc3ccc(C)cc3s2)c2ccccc2c1=O	4	5	30	10	111	-11	101	0.5	0.8
30	COc1ccc(-c2csc3nc(C)n(-n4cccc4)c(=O)c23)cc1	1	-10	-8	19	96	0	95	-2.3	-0.5
31	COc1cccc(C2CC(c3ccc(F)cc3)Nc3nc(N)nn32)c1 (configuration not stated)	-3	14	18	37	101	-1	95	2.5	1.5
32	CC(NC(=O)COc1ccc(/C=N/NS(=O)(=O)c2ccccc2)cc1)c1ccccc1 (configuration not stated)	4	-4	18	-4	106	2	103	-0.2	1.3
33	CN(C)C(CNc1ncnc2sc3c(c12)CCCCC3)c1ccco1 (configuration not stated)	-1	-8	-3	8	104	-7	109	-0.8	0.6
34	COc1cccc(-c2csc(N3CCN(C(=O)Nc4ccc(Cl)cc4)CC3)n2)c1	-1	5	64*	5	102	-7	104	0.6	2.5
35	S=C(Nc1ccccc1)Nc1cccc(Br)c1	-5	6	13	14	85	-4	80	0.6	0.8
36	CCSc1nnc(NC(=O)NCC(F)(F)F)s1	0	-1	11	-6	101	-2	101	2.4	6.3
37	CCCCS(=O)(=O)NC1=NCN(CC)CN1	7	1	18	4	117	-2	99	0.0	0.4
38	O=S(=O)(c1ccccc1)N1CCN(Cc2ccccc2C(F)(F)F)CC1	-2	-8	9	-3	94	0	95	-0.7	0.5
39	Cc1ccc(Cn2nc(C)c(NC(=O)c3nn(C)cc3Cl)c2C)cc1	2	-5	14	10	102	-6	89	1.0	0.7
40	CCCCN(CC(O)COc1cccc(C)c1)CC(O)COc1cccc(C)c1 (configuration not stated)	1	5	28	16	121	-14	107	0.6	3.4
41	CCOc1ccc(CSCCNC(=S)Nc2ccccc2)cc1	0	14	-6	40	106	0	128*	2.0	4.3
42	CCOC(=O)N1CCN(Cc2cc(=O)oc3cc4c(cc23)CCC4)CC1	14	-10	-7	10	109	0	105	-1.6	-1.6
43	CCOCCCNC(=O)c1oc2ccc3c(c2c1C)C(O)CC(C)(C)O3 (configuration not stated)	8	-11	-36	3	104	3	107	x	x
44	O=C(c1ccc2c(c1)OCO2)C1CCCN(Cc2cn[nH]c2-c2ccccc2)C1 (configuration not stated)	0	-10	28	2	107	-1	99	2.0	1.8
45	Cc1nnc(SCC(=O)Nc2ccc(-c3nc4ccccc4s3)cc2)s1	-3	0	-9	14	93	0	94	5.2	2.4
46	COc1ccccc1N=Nc1[nH]c2ccc(C)cc2c1O	-2	-1	-15	14	103	-2	101	0.1	0.7
47	CCn1c(=O)cc(OCC(=O)NCCc2cccc(C)c2)c2ccccc21	-5	5	-15	2	94	-6	103	-0.6	-0.1
48	Cc1ccc(NC(=O)Nc2ccc(Cl)cn2)cc1	-27	-20	-1	7	73	-4	74	x	x
49	CN1CCN(S(=O)(=O)c2ccc(C(=O)Nc3ccccc3)cc2)CC1	5	-1	18	16	105	-7	105	0.9	0.3
50	CC(=O)Nc1ccc(S(=O)(=O)N/N=C/c2ccc(C)o2)cc1	1	-14	52	6	99	4	99	x	x
51	COC(=O)COc1ccc(C(c2c(C)[nH][nH]c2=O)c2c(C)[nH][nH]c2=O)cc1	2	-9	9	10	111	-9	106	x	x
52	Cc1[nH]c(=O)[nH]c(=O)c1CSCC(=O)OCC(=O)c1ccc(Br)cc1	6	-8	-11	38	106	0	105	-0.8	0.8
53	CCOC(=O)C(NC(=O)c1ccccc1OCC)(Nc1ncccn1)C(F)(F)F (configuration not stated)	-4	-7	-2	5	92	-3	92	-2.5	-1.2
54	CC1=C(C(=O)O)N2C(=O)C(NC(=O)c3ccn(C)n3)C2SC1 (configuration not stated)	5	-1	44	8	106	-3	106	0.2	1.2
55	COc1cccc(CNCc2ccc(SC)cc2)c1OC	6	-7	9	-3	113	-7	119	2.3	0.5
56	CC1(C)CC(=O)c2cc(OCC(=O)N3CCOCC3)ccc2O1	6	1	-1	11	103	-6	104	-0.2	0.1
57	CCOC(=O)c1c(NC(=O)CSc2nnc3c(Cl)cc(Cl)cn23)sc2c1CCC2	16	-8	-18	19	100	-7	100	-2.1	-1.0
58	C(=N\Nc1nc2ccccc2[nH]1)/c1cccs1	-4	-2	25	8	101	-1	97	-0.2	-0.9
59	CCN(CC)c1ccc(C(=O)NC(=S)Nc2cc(S(=O)(=O)N3CCOCC3)ccc2-n2cncn2)cc1	-2	-6	-2	30	99	-7	100	-1.5	-0.8
60	Cc1ccc(-n2c(C)cc(/C=C3/SC(=O)N(CC(=O)N4CCOCC4)C3=O)c2C)nc1	1	-17	4	20	99	x	96	0.8	-0.3
61	COc1ccc(C(=O)CCC(=O)O)c(C)c1	3	-8	16	7	106	-6	103	0.3	-0.1
62	Cc1ccc(OCC(=O)Nc2ccc(N3CCN(C(=O)c4ccco4)CC3)cc2)c(C)c1	-3	-12	15	15	100	-9	101	6.4	7.1
63	O=C(CCCSc1nc2ccccc2[nH]1)Nc1nnc(C2CC2)s1	-3	2	-123	-10	100	-3	96	-0.6	0.2
64	COc1ccc(CC/C(=N\O)C2(O)CCCCC2)cc1	1	7	1	13	97	-7	97	0.9	-0.5
65	COc1ccccc1CNC(=O)CN(c1ccc(C)cc1)S(=O)(=O)c1c(C)nn(C)c1C	-2	-5	13	8	104	-2	98	-1.3	-0.4

# From PubChem BioAssay
